Assay outcomes: PubChem BioAssay, National Center for Advancing Translational Sciences (NCATS)
HCV inhibitor: blocks hepatitis C virus. Huh7.5.1 HCVcc-Cre infection, luciferase reporter, 44 h. Potency, µM (series often up to 41.8 µM), for inactives: at the top dose activity change, negative = inhibition, hits mostly inhibitors. hit rate 3.4% among 340,000; note: potency is the fitted concentration of half-maximal effect; % is set by controls: 0 for no effect and ±100 for the full control effect
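Infectious HCV cell culture screen: compound-treated cells (1,000/well, pre-plated 4 h) are infected with HCVcc-Cre at roughly 0.5 moi and grown 44 h. Infection is quantified by luciferase signal after 15 min substrate incubation at room temperature.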
Tb PYK inh: blocks Trypanosoma brucei pyruvate kinase. Q57TT1. TbPYK enzyme, Kinase-Glo Plus ATP luminescence, 45 min. Potency, µM (doses to about 76.8 µM), for the others: at the top dose activity, negative = inhibition, most hits filed as inhibitors. hit rate 0.12% among 410,000. AID 624173; note: potency is the fitted concentration of half-maximal effect; % is set by controls: 0 for no effect and ±100 for the full control effect; nearly all actives have a fitted effect of over 50% in size
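In this concentration-response screen, enzyme-free wells defined baseline while DMSO plates tracked drift. Each reaction combined TbPYK, substrate, compound and 130 uM ADP for 45 min at room temperature. Kinase-Glo Plus luminescence gave the signal.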
Pf growth 96h: P. falciparum growth inhibition at 96 hour, primary screen for plastid delayed-death inhibitors; P. falciparum luciferase reporter growth, 96 h; Potency, µM (doses to about 28.7 µM), for the others: at the top dose activity change, negative = inhibition, usual class: inhibitors; hit rate 6.9% among 320,000; AID 504834; note: potency is the fitted concentration of half-maximal effect; % is set by controls: 0 for no effect and ±100 for the full control effect
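P. falciparum expressing integrated firefly luciferase, in erythrocytes at 2% hematocrit, 0.05% parasitemia, incubated with compounds 96 h at 37 C, 5% CO2. Growth inhibition read as loss of luminescence; two-generation exposure targets delayed-death apicoplast inhibitors.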
Shiga inhibitor: blocks Shiga toxin action in Vero cells. Vero cells, Shiga toxin protein synthesis inhibition reporter. inhibition, % at 38.7 µM. hit rate 9.2% among 290,000. AID 2315; in the data active = inhibition mostly above about 28%, no sharp cut-off; inactive = mostly below about 43%; note: 0% is about no effect
LmPK inh: inhibitors of Leishmania mexicana pyruvate kinase; Potency, µM (top dose mostly 57.5 µM), for the others: at the top dose activity change, negative = inhibition, most hits filed as inhibitors; Q27686; purified LmPK, Kinase-Glo ATP luminescence, 1 h; AID 1721; hit rate 0.37% among 290,000; note: potency is the fitted concentration of half-maximal effect; % is set by controls: 0 for no effect and ±100 for the full control effect
Target sequence (Q27686 whole entry, looked up): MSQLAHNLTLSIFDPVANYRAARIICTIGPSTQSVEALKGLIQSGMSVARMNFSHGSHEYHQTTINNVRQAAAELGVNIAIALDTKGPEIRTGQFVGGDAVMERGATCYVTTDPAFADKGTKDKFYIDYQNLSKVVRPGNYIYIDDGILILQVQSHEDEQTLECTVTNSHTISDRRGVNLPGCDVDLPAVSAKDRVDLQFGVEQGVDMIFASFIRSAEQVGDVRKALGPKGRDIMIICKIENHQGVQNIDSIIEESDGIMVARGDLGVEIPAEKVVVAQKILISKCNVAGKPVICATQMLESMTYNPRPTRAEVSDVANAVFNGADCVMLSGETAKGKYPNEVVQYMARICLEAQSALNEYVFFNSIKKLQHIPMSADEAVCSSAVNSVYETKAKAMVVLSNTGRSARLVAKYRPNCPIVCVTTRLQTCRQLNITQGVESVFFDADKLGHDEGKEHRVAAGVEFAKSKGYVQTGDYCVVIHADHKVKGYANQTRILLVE
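0.1 nM LmPK, 0.5 mM PEP, 0.1 mM ADP; 50 mM imidazole pH 7.2, 7 mM MgCl2, 50 mM KCl; 1 h RT. Kinase-Glo luminescence readout, normalized to no-enzyme (full inhibition) and uninhibited wells.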
Pf growth 48h: inhibits P. falciparum growth in the first generation, 48 h; hit rate 5.9% among 310,000; P. falciparum luciferase growth in erythrocytes, 48 h; Potency, µM (top dose mostly 28.7 µM), inactives show at the top dose activity change, negative = inhibition, hits mostly inhibitors; note: potency is the fitted concentration of half-maximal effect; % is set by controls: 0 for no effect and ±100 for the full control effect
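First compound was added to culture medium, then infected red cells at 0.1% parasitemia and 2% hematocrit (final). After incubation at 37 C under 5% CO2, luciferase detection reagent was dispensed and light output recorded.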
CHX counter: affects cycloheximide protein synthesis inhibition readout, counter-screen; cell reporter, cycloheximide protein synthesis inhibition counterscreen; max response, %; hit rate 12% among 300,000; AID 2314; in the data active = max response mostly above about 13%, no sharp cut-off; inactive = mostly below about 14%; note: read at 38.3 µM for the half of the compounds with a filed dose; 0% is about no effect
An asterisk follows results filed as active; ? = inconclusive; . = no result given; & = joins results of further samples; [ ] = dose if it differs, or a comment. Unless noted, calls come from the whole dose curve; as a rule, active = well fitted curve in the direction sought with a large enough effect; inconclusive = small, poorly fitted or top-dose-only effect, or another doubt; inactive = no such curve, though single readings can be large; an effect the other way counts as inactive or inconclusive.

1. Cc1ccccc1CN1CCN(CC(=O)NCc2ccccn2)C1=O
2. CCN1C(=O)N(CN2CCOCC2)C2C1N(CN1CCOCC1)C(=O)N2CC (configuration not stated)
3. CCc1c(C)nc(N)nc1N1N=C1SCC(=O)OC
4. Cc1ccc(NC(=O)Cc2c(Cl)cccc2Cl)cc1S(=O)(=O)N(C)C
5. O=C(Nc1ccc([N+](=O)[O-])cc1)c1ccc(Cn2cc([N+](=O)[O-])cn2)cc1
6. CN(CC(=O)Nc1cccc(F)c1)C(=O)c1csc2c1CCCC2
7. O=C(COc1ccc(S(=O)(=O)N2CCCCC2)cc1)NC1CCCCC1
8. CCNC(=O)c1cc(Br)ccc1Cl
Assay by compound	1	2	3	4	5	6	7	8
HCV inhibitor	7%	18%&12%	18%	?	?	21%	-17%	18%
Tb PYK inh	6%	-2%	2%	-15%	13%	11%	-5%	-1%
Pf growth 96h	?	?	?	?	0%	1%	?	1%
Shiga inhibitor	-8	14	-1	2	31	.	-11	-13
LmPK inh	7%	2%	-2%	3%	-3%	.	5%	6%
Pf growth 48h	5%	21%	3%	-20%	?	-18%	8.3µM*	.
CHX counter	-4	1	-5	1	8	.	-2	-3

9. O=C(NCc1ccccc1)C1=C[C@H](c2ccc(C(F)(F)F)cc2)C[C@H](OCc2ccc(CO)cc2)O1
10. O=C1CN(C(=O)CSc2nc(-c3ccc(Cl)cc3)cs2)c2ccccc2N1
11. CCOC(=O)C1(CCc2ccccc2)CCN(C(=O)CCc2cnccn2)CC1
12. COc1cccc2c(=O)n(CC(=O)N3CCCCCC3)ccc12
13. CCOC(=O)C1CCCNC1=O (configuration not stated)
14. O=C(/C=C/c1cccs1)c1ccc(NC(=O)c2ccccc2F)cc1
15. COc1ccc(CN(C)C(=O)Cc2c[nH]c3ccccc23)cc1
16. CC(=O)OC(C)(C)/C=C/C(=O)[C@](C)(O)[C@H]1[C@H](O)C[C@@]2(C)[C@@H]3CC=C4[C@H](C[C@H](O)C(=O)C4(C)C)[C@]3(C)C(=O)C[C@]12C
Assay by compound	9	10	11	12	13	14	15	16
HCV inhibitor	0%	14µM*	-18%	-4%	0%	-13%	-23%	-16%
Tb PYK inh	2%	-1%	-7%	-4%	5%	-6%	3%	-8%
Pf growth 96h	?	?	11%	-12%	0%	18%	8%	3.3µM*
Shiga inhibitor	14	-15	55*	4	27	40*	18	-14
LmPK inh	7%	2%	-2%	1%	1%	-1%	1%	1%
Pf growth 48h	?	?	?	.	16%	48%[activator]	2%	3.7µM*
CHX counter	-2	-7	24*	11	1	25*	9	-3

17. CC(C)NC(=O)c1cc(=O)n(C)c(=O)n1C
18. CCCN1CN=C(Nc2nc3ccccc3o2)NC1
19. O=C(NC(=S)NNC(=O)c1ccccc1O)c1ccco1
20. CCOC(Cn1ccc(=O)[nH]c1=O)OCC
21. COc1ccc(C(=O)Nc2cccc(-c3cnc4ccccc4n3)c2)cc1
22. Nn1c(SCc2ccc([N+](=O)[O-])cc2)nc2ccccc2c1=O
23. Cc1ccc(C(=O)OCC(=O)Nc2nc(-c3ccccc3)cs2)cc1NC(=O)c1ccco1
24. COc1ccc(OC)c(NC(=O)C2CCN(Cc3cnn(-c4ccccc4)c3-n3cccc3)CC2)c1
Assay by compound	17	18	19	20	21	22	23	24
HCV inhibitor	10%	8%	-14%	-3%	-18%	-5%	11µM*	?
Tb PYK inh	5%	-4%	?	0%	1%	-1%	2%	1%
Pf growth 96h	-2%	44%[activator]	?	15%	?	-5%	-2%	?
Shiga inhibitor	40	130*	-4	-1	21	26	28	-6
LmPK inh	0%	1%	-6%	3%	-3%	0%	1%	12%
Pf growth 48h	8%	85%[activator]	?	2%	?	-2%	30%	.
CHX counter	4	32*	21*	-2	4	-1	14	-1

Part of the list above in order of SMILES length, ascending:
13. CCOC(=O)C1CCCNC1=O (configuration not stated)
20. CCOC(Cn1ccc(=O)[nH]c1=O)OCC
18. CCCN1CN=C(Nc2nc3ccccc3o2)NC1
17. CC(C)NC(=O)c1cc(=O)n(C)c(=O)n1C
19. O=C(NC(=S)NNC(=O)c1ccccc1O)c1ccco1
12. COc1cccc2c(=O)n(CC(=O)N3CCCCCC3)ccc12
15. COc1ccc(CN(C)C(=O)Cc2c[nH]c3ccccc23)cc1
22. Nn1c(SCc2ccc([N+](=O)[O-])cc2)nc2ccccc2c1=O
10. O=C1CN(C(=O)CSc2nc(-c3ccc(Cl)cc3)cs2)c2ccccc2N1
23. Cc1ccc(C(=O)OCC(=O)Nc2nc(-c3ccccc3)cs2)cc1NC(=O)c1ccco1
Assay by compound	13	20	18	17	19	12	15	22	10	23
HCV inhibitor	0%	-3%	8%	10%	-14%	-4%	-23%	-5%	14µM*	11µM*
Tb PYK inh	5%	0%	-4%	5%	?	-4%	3%	-1%	-1%	2%
Pf growth 96h	0%	15%	44%[activator]	-2%	?	-12%	8%	-5%	?	-2%
Shiga inhibitor	27	-1	130*	40	-4	4	18	26	-15	28
LmPK inh	1%	3%	1%	0%	-6%	1%	1%	0%	2%	1%
Pf growth 48h	16%	2%	85%[activator]	8%	?	.	2%	-2%	?	30%
CHX counter	1	-2	32*	4	21*	11	9	-1	-7	14

24. COc1ccc(OC)c(NC(=O)C2CCN(Cc3cnn(-c4ccccc4)c3-n3cccc3)CC2)c1
9. O=C(NCc1ccccc1)C1=C[C@H](c2ccc(C(F)(F)F)cc2)C[C@H](OCc2ccc(CO)cc2)O1
16. CC(=O)OC(C)(C)/C=C/C(=O)[C@](C)(O)[C@H]1[C@H](O)C[C@@]2(C)[C@@H]3CC=C4[C@H](C[C@H](O)C(=O)C4(C)C)[C@]3(C)C(=O)C[C@]12C
Assay by compound	24	9	16
HCV inhibitor	?	0%	-16%
Tb PYK inh	1%	2%	-8%
Pf growth 96h	?	?	3.3µM*
Shiga inhibitor	-6	14	-14
LmPK inh	12%	7%	1%
Pf growth 48h	.	?	3.7µM*
CHX counter	-1	-2	-3

Continuation.
25. CCc1ccccc1NC(=O)CSc1nnc(-c2ccncc2)o1
26. Cc1[nH]c2ccccc2c(=O)c1CN1CCCCCC1
27. COc1ccc(CNS(=O)(=O)c2cc(CN3C(=O)c4cccnc4C3=O)ccc2OC)cc1
28. O=c1c2c3c(sc2nc2n1CCCC2)CCC3
29. Cc1cc2oc(=O)cc(CN3CCOCC3)c2cc1Cl
30. COc1ccc(N2CCOCC2)c(NC(=O)c2cc3ccccc3o2)c1
31. CC1(C)NC(=O)N(CCOc2ccc3c(c2)CCC3)C1=O
32. O=C1C=C(c2ccc(CO)cc2)C[C@@H](c2ccc3c(c2)OCO3)C1
Assay by compound	25	26	27	28	29	30	31	32
HCV inhibitor	14%	10%	23%	-11%	13%	?	11%	0%
Tb PYK inh	-1%	-9%	3%	3%	0%	2%	0%	-6%
Pf growth 96h	22%	?	15µM*	33%[activator]	2%	?	.	?
Shiga inhibitor	6	-8	-5	-7	-11	-12	-4	.
LmPK inh	-8%	-3%	-1%	-2%	5%	5%	3%	.
Pf growth 48h	-8%	16%	9%	6%	9%	?	-15%	-20%
CHX counter	6	1	-2	3	-2	-6	-4	.

33. CCOc1ccc(N(CC(=O)NC2CCCC2)S(=O)(=O)c2c(C)[nH]c(=O)[nH]c2=O)cc1
34. CC1(C)Cc2c(cnn2-c2cccc(F)c2)C(NC(=O)C2CCOCC2)C1 (configuration not stated)
35. Cc1cc(Cl)c(C(=O)Nc2cccc(C(F)(F)F)c2)c(C)n1
36. Cc1ccc(/C=C/C(=O)Oc2ccc(C#N)cc2)o1
37. Cc1ccc2c(c1)N(C(=O)CCC(=O)NC1CCC(C)CC1)CCO2 (configuration not stated)
38. Cc1cccc(C)c1NC(=O)Cn1c(CN2CCCCC2)nc2ccccc2c1=O
39. COc1ccc(NC(=O)CC2SC(=O)NC2=O)cc1 (configuration not stated)
40. Cc1ccc(N/N=C2\CC(=O)c3ccccc32)cc1Cl
Assay by compound	33	34	35	36	37	38	39	40
HCV inhibitor	2%&15%	14%	-13%	.	-5%	1%	3%	.
Tb PYK inh	-2%	-9%	0%	.	-9%	-5%	-1%	.
Pf growth 96h	?	?	?	-11%	58%[activator]	131%[activator]	-9%	2.9µM*
Shiga inhibitor	-1	18	11	-6	7	1	-6	37
LmPK inh	-1%	2%	4%	4%	-1%	-1%	3%	-11%
Pf growth 48h	0%	-17%	-6%	-15%	0%	15µM*	8%	4.7µM*
CHX counter	-1	9	5	-5	5	-2	0	13*

41. CC(=O)c1ccc(COC(=O)c2ccccc2NC(=O)C(C)C)cc1
42. C=COC(=O)CSc1snc(SCC(=O)OC)c1C#N
43. NS(=O)(=O)c1ccc(N=Nc2c(-c3ccccc3)[nH]n(-c3nc(-c4ccccc4)cs3)c2=O)cc1
44. Cc1c(C(=O)N2CCN(Cc3ccccc3)CC2)oc2c1C(=O)CCC2
45. COc1cc(OC)cc(C(=O)NC(=S)NNC(=O)[C@H]2C[C@@H]2c2ccccc2)c1
46. CC(C)(C)c1ccc(S(=O)(=O)NCc2ccc(C(=O)N3CCOCC3)cc2)cc1
47. CCCNC(=O)N1[C@H]2CC[C@@H]1C(C(=O)OC)=C(c1ccc(-c3ccccc3)c(F)c1)C2
48. CCCCc1ccc(NC(=O)CSC2=NN3CCCC(=O)N=C3S2)cc1
Assay by compound	41	42	43	44	45	46	47	48
HCV inhibitor	.	9%	6.3µM*	4%	-16%	-1%	7.9µM*	11µM*
Tb PYK inh	.	-7%	-6%	2%	-25%	-6%	0%	-4%
Pf growth 96h	14%	-15%	-21%	23%	-17%	?	?	2.1µM*
Shiga inhibitor	17	-9	-13	2	9	-14	.	21
LmPK inh	-4%	7%	-2%	1%	3%	0%	.	6%
Pf growth 48h	9%	-2%	-20%	-7%	?	.	9.3µM*	-4%
CHX counter	-1	-6	-10	2	-1	-4	.	17

49. Cc1ccc(NC(=O)c2ccc(NC(=O)C3CCCCC3C(=O)O)cc2)cc1 (configuration not stated)
50. COc1cccc(NC(=O)CN(C)C(=O)Cc2ccc(Cl)cc2Cl)c1
51. O=C(c1ccccc1)N(Cc1nc2ccccc2c(=O)[nH]1)C1CCCCC1
52. Cc1cc(N2CCCCC2)nc(N2CCCCC2)n1
53. CCOc1ccc(NC(=O)CN(C)C(=O)CSCc2ccc(C)cc2)cc1OCC
54. C(#Cc1ccccc1)C[N+]1(CC#Cc2ccccc2)CCCCC1
Assay by compound	49	50	51	52	53	54
HCV inhibitor	-5%	-1%	9%	3%	-14%	?
Tb PYK inh	-8%	-16%	1%	3%	3%	-8%
Pf growth 96h	16%	?	-12%	?	?	-22%
Shiga inhibitor	75*	-5	-10	-5	.	-14
LmPK inh	-4%	0%	1%	0%	.	4%
Pf growth 48h	31%[activator]	?	-12%	28%[1.15 µM]	?	-14%
CHX counter	30*	-2	-2	-3	.	2
